Screening data as filed in PubChem BioAssay.
FBPA Giardia inh: Giardia lamblia aldolase inhibition; purified Giardia FBPA; Potency, µM (doses to about 59.6 µM), without a hit: at the top dose activity, negative = inhibition, hits mostly inhibitors; 290,000 tested, 0.71% active; further: potency means the concentration at half of the fitted maximal effect; nearly all actives have a fitted effect of over 55% in size
Target sequence (A8B2U2 whole entry, looked up): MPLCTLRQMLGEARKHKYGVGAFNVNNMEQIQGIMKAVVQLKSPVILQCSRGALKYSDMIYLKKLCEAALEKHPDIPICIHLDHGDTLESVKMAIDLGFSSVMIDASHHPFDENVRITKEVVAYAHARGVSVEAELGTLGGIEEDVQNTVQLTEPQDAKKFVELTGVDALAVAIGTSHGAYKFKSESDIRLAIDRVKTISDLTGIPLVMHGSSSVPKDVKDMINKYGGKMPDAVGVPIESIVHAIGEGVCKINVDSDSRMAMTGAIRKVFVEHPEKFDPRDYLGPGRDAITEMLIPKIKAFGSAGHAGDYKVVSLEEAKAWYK
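40 nM FBPA preincubated 10 min at RT with compound (up to 57.5 uM final), then substrate plus GAPDH/TPI/NAD/arsenate coupling and diaphorase/resazurin added. Fluorescence read after 20 min at RT, 525/598 nm.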
AMA1 RON2 block: disrupts binding of P. falciparum AMA1 to RON2 | AlphaScreen AMA1-biotinylated RON2 peptide binding | Potency, µM (top dose mostly 58.2 µM), without a hit: at the top dose activity change, negative = inhibition, actives largely listed as inhibitors | 360,000 tested, 0.2% active;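 further: potency means the concentration at half of the fitted maximal effect; 0% = vehicle wells and -100% = peptide control; nearly all actives have a fitted effect of over 45% in size; some results filed as inactive show a strong effect at the top dose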
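AMA1 (3D7) with his tag at 25 nM final met compounds first, then biotinylated RON2 peptide at 25 nM; detection used donor plus acceptor beads, 10 µg/mL apiece, read by AlphaScreen after 30 min at room temperature.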
Sm TGR block: S. mansoni TGR enzyme inhibition; purified TGR, DTNB reduction, TNB absorbance 405 nm; Potency, µM (titrated, usually from 114 µM), inactives show at the top dose activity change, negative = inhibition, usual class: inhibitors; 360,000 tested, 3% active; AID 485364; further: potency means the concentration at half of the fitted maximal effect; nearly all actives have a fitted effect of over 60% in size
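First, TGR (20 nM dispensed) and NADPH were mixed with compound. Second, a 15 min room-temperature incubation followed. Third, further NADPH and then DTNB were added to start the reaction. Finally, TNB absorbance was monitored kinetically.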
HCMV inh: blocks human cytomegalovirus replication. HFF cells, HCMV-luciferase reporter, 72 h; active compounds read low. activity change, negative = inhibition, % at 57.5 µM. AID 1259415. 410,000 tested, 4.5% active; in the data active means activity change below about -60%; inconclusive means no clear call, values can overlap the other calls; inactive means above about -39%
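Inhibition of viral replication was scored as loss of reporter luminescence in HFFs infected with HCMV-luciferase (MOI 1 PFU/cell) for 72 h; compounds tested at 2 doses, normalized to buffer and Salinomycin controls.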
HCV inh: inhibitors of hepatitis C virus infection; Potency, µM (doses to about 41.8 µM), for the others: at the highest dose activity change, negative = inhibition, actives largely listed as inhibitors; 340,000 tested, 3.4% active; Huh7.5.1 HCVcc-Cre infection, luciferase reporter, 44 h; further: potency means the concentration at half of the fitted maximal effect
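Antiviral activity was scored by luciferase reporter output from cells infected with HCVcc-Cre (~0.5 moi) in presence of compound, 44 h infection period, cells seeded 1,000/well 4 h prior.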
AmpC inh detg: inhibitors of E. coli AmpC beta-lactamase with detergent; P00811; AmpC hydrolysis of nitrocefin, absorbance 480 nm, 0.01% Triton; Potency, µM (doses to about 114 µM), for the others: at the top dose activity change, negative = inhibition, usual class: inhibitors; 370,000 tested, 0.041% active; AID 485294;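 further: potency means the concentration at half of the fitted maximal effect; 0% = no-compound wells and -100% = no-enzyme wells; nearly all actives have a fitted effect of over 25% in size; some results filed as inactive show a strong effect at the top dose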
Target sequence (P00811 whole entry, looked up): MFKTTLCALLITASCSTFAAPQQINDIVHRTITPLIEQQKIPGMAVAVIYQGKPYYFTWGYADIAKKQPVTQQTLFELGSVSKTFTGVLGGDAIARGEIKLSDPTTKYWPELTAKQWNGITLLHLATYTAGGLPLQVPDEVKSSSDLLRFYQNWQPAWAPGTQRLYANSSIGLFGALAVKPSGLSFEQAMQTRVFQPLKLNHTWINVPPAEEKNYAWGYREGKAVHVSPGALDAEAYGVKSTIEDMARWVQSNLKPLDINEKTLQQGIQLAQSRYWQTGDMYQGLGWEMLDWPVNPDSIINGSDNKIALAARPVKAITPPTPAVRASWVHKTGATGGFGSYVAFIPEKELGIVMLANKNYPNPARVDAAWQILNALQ
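AmpC (5.3 nM in the dispensed reagent) in 20 mM phosphate pH 7.0 with 0.01% (detergent screen) or 0.0001% Triton X-100 was preincubated with compounds for 15 min at room temperature. Nitrocefin was then added from an 800 uM solution, and hydrolysis was followed at 480 nm.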
* marks the source's active call; other numbers are inactive results; u = inconclusive; x = not tested or not shown; & = joins results of further samples; [ ] = another dose, or the depositor's remark. Unless noted, the call rests on the fitted dose curve; in most records, active means well fitted curve in the direction sought with a large enough effect; inconclusive means small, poorly fitted or top-dose-only effect, or another doubt; inactive means no such curve, though single readings can be large; an effect the other way counts as inactive or inconclusive. Unless noted, on the % scale 0 is the no-effect control and ±100 the full control effect.

Values in the order: FBPA Giardia inh | HCMV inh | AMA1 RON2 block | Sm TGR block | AmpC inh detg | HCV inh
> CC(=C/c1ccccc1)/C=N/NC(=O)c1cc(C)oc1C
    5.4% | -1.1 | 0.4% | -14.3% | -7.4% | u
> COc1ccc(OC)c(S(=O)(=O)n2ccnc2C(C)C)c1
    u | 21.3 | -17.5% | -8.0% | u | 14.6%
> O=C(Cn1c(=O)oc2cc(S(=O)(=O)N3CCCC3)ccc21)Nc1ccc(C(F)(F)F)cc1
    6.9% | 13.0 | 1.9% | 11.2% | -13.4% | -24.9%
> Cc1ccc(C)c(N2CCN(C(=O)c3csc4ccccc34)CC2)c1
    29.1% | 4.0 | -10.7% | -1.6% | u | -18.7%
> O=C(c1ccccc1)N1CCN(C(=O)c2ccncc2)CC1
    x | -2.3 | 1.5% | x | x | 4.6%
> N#CC1CC(c2ccccc2)Nc2cc(Cl)ccc2N1 (centres undefined)
    17.2% | 13.6 | -1.8% | -22.2% | u | -24.1%
> COC(=O)c1ccccc1NC(=O)Nc1nnc(N2CCC(C)CC2)s1
    -0.7% | 7.8&-4.0 | -3.1% | u | 17.2% | -0.5%
> Cc1ccc(NC(=O)Nc2ccc(S(N)(=O)=O)cc2)cc1
    0.0% | -19.0 | 0.6% | -0.3% | 1.0% | -20.3%
> CCN(C[C@H]1N[C@@](CC)(C(=O)OC)[C@H]2C(=O)N(C)C(=O)[C@@H]12)C(=O)COc1ccccc1
    x | -12.8 | 0.3% | x | x | -15.7%[8.37 µM]
> CCOC(=O)c1cnn(-c2ccccc2)c1-n1cccc1C(=O)C(=O)N(CC)CC
    -12.5% | 9.5 | -2.2% | 5.8% | -6.5% | u
> O=C(NCc1ccccn1)c1c(Cl)cccc1Cl
    -0.1% | 17.2 | 5.1% | -1.5% | -6.0% | -3.0%
> COc1cc(C(=O)NNC(=O)c2cc(-c3ccccc3)n[nH]2)cc(OC)c1C
    x | -10.9 | 75.7%[activator] | -10.4% | -1.0% | u
> COc1ccc(N/N=C(\C#N)C(=N)N2CCCCC2)cc1
    -28.4% | 8.6 | 0.4% | 0.2% | 1.0% | -10.1%
> O=C(Nc1ccc(F)c([N+](=O)[O-])c1)c1ccc2c(c1)OCCO2
    -5.8% | 31.2 | -10.6% | 17.5% | -0.5% | 8.3%
> Cc1ccc2oc(=O)cc(CN3CC(C)OC(C)C3)c2c1 (centres undefined)
    3.6% | 14.5 | 5.8% | -9.5% | -10.6% | 33.4%[activator]
> O=C(NNC(=O)c1ccccc1OCc1ccccc1Cl)c1csc(N2CCOCC2)n1
    x | 13.4 | 125.0%[activator] | -2.1% | u | 10µM*
> CCOC(=O)c1ccc(NNC(=O)CC)c([N+](=O)[O-])c1
    1.3% | -28.2 | -0.1% | 3.3% | 2.0% | -4.5%
> O=C(Nc1ccc(Br)cc1C(=O)c1ccccc1)c1ccccc1
    x | 8.2 | x | 1.5% | 11.8% | x
> Clc1ccc(Cn2ncc3c(N4CCCCC4)ncnc32)c(Cl)c1
    23.3% | -21.1 | -2.4% | 5.8% | 0.7% | 4.7%
> CCOC(=O)C1(Cc2cccc(OC)c2)CCN(Cc2ccc(C)s2)CC1
    -10.7% | -3.0 | 14.7% | -1.9% | 1.4% | u
> Cc1ccc2c(c1)c(CC(=O)Nc1ccc(C)c(F)c1)c(C(=O)O)n2C
    12.5% | 5.0&57.3 | 11.7% | 3.5%&-9.1% | 11.4%&-3.7% | 3.4%
> CSc1cccc(NC(=O)CC(c2ccc(F)cc2)N2Cc3ccccc3C2=O)c1 (centres undefined)
    x | -12.1 | x | -1.5% | 10.7% | x
> CCc1nn(Cc2cc(C)ccc2C)c(=O)c2cc3cc(C)ccc3n12
    x | -4.6 | x | -4.3% | -0.9% | x
> O=C(NCc1ccccc1Cl)c1ccc(-c2ccccc2)cc1
    -0.2% | -30.7 | -16.9% | -1.1% | u | -12.5%
> O=C(OC1CC2CCC(N2)C1C(=O)O)c1ccccc1 (centres undefined)
    x | -20.8 | -7.0% | x | x | 11.2%
> CSc1nc(C)c2c(n1)N(c1ccc(O)cc1)CC2
    2.2% | -34.0 | 3.9% | -2.5% | -2.6% | u
> CC(OC(=O)C1=COCCO1)C(=O)NC1(C#N)CCCCC1 (centres undefined)
    x | 18.8 | 1.0% | x | x | 13.3%
> COc1ccc(OCc2nc(C#N)c(N3CCN(c4ccc(OC)cc4)CC3)o2)cc1
    -5.8% | 121.9 | u | -0.5% | -13.6% | u
> CC(C)CCNC(=O)c1cnc2sc(N3CCCCC3)nn2c1=O
    x | -6.4 | x | 7.0% | 1.7% | x
> C/C(=N/NC(=O)CNC(=O)C1COc2ccccc2O1)c1ccc2c(c1)OCCO2 (centres undefined)
    1.5% | -73.2* | 17.5% | 36.2%[activator] | 9.8% | -29.5%
> COc1ccc(-c2cc3c(=O)n(CC(=O)NCc4cccnc4)nc(C)n3n2)cc1
    5.3% | -18.5 | -11.1% | 5.4% | -5.1% | -1.3%
> Cc1ccc(CSc2[nH]c(=O)ncc2C)cc1
    -5.9% | 0.0 | -8.0% | -27.4% | -14.6% | 7.4%
> O=C(NNC(=O)c1cccs1)c1ccc(Cl)c(Cl)c1
    2.8% | 10.4 | 8.2% | -1.6% | -3.0% | 0.1%
> COc1cccc(NC(=O)Cn2c(=O)n(-c3ccccc3)c(=O)c3ccc(C(=O)NCc4ccc5c(c4)OCO5)cc32)c1
    x | -39.8 | x | -6.1% | -3.4% | x
> Cc1ccc2c(c1)c(N=NC(N)=S)c(O)n2Cc1ccccc1
    -9.8% | -4.8 | 8.3% | 4.6% | u | 0.1%
> O=C(Cn1cc2c(n1)CCCC2)Nc1ccccc1Cl
    -1.9% | -2.7 | -6.6% | 3.5% | u | 3.5%
> CCC(C)NC(=O)CSc1nc2n[nH]c(C)c2c(=N)n1-c1ccc(OC)cc1 (centres undefined)
    -3.5%[12.9 µM] | 67.4 | -0.1% | 16.3% | -8.4% | -28.0%
> COc1cc(C(=O)NCCC(=O)NCCN2CCCCCC2)cc(OC)c1OC
    -7.6% | u | -4.4% | -14.8% | -11.1% | 7.0%
> CCOC(=O)c1sc2nc3c(SCC(=O)O)cc(C(=O)c4cc(F)ccc4O)cn3c(=O)c2c1C
    4.1% | -7.3 | -6.3% | -7.9% | 0.9% | -4.7%
> CCc1ccccc1SCc1noc(C(=O)NCC2CCCO2)c1C(=O)O (centres undefined)
    19.1% | -13.6 | 35.2%[activator] | -28.4% | -12.7% | -0.3%

Entries listed so far with an NH in an aromatic ring, in the order listed:
Values in the order: FBPA Giardia inh | HCMV inh | AMA1 RON2 block | Sm TGR block | AmpC inh detg | HCV inh
> COc1cc(C(=O)NNC(=O)c2cc(-c3ccccc3)n[nH]2)cc(OC)c1C
    x | -10.9 | 75.7%[activator] | -10.4% | -1.0% | u
> Cc1ccc(CSc2[nH]c(=O)ncc2C)cc1
    -5.9% | 0.0 | -8.0% | -27.4% | -14.6% | 7.4%
> CCC(C)NC(=O)CSc1nc2n[nH]c(C)c2c(=N)n1-c1ccc(OC)cc1 (centres undefined)
    -3.5%[12.9 µM] | 67.4 | -0.1% | 16.3% | -8.4% | -28.0%

Additional entries follow:
Values in the order: FBPA Giardia inh | HCMV inh | AMA1 RON2 block | Sm TGR block | AmpC inh detg | HCV inh
> COc1cc(C)ccc1OCc1cc(C(=O)N2CCN(C3CCCCC3)CC2)no1
    x | 50.5 | -0.4% | 2.1% | 4.0% | -17.3%
> COc1ccc(/C=N/NC(=O)C[n+]2ccccc2)c(OC)c1OC
    0.0% | -14.7 | -4.1%[2.32 µM] | -5.0% | -6.8% | -10.5%
> O=S(=O)(Nn1cnnc1)c1ccccc1
    -0.7% | -12.6 | 11.7% | -8.8% | 1.2% | u
> COc1ccc(N(CC(=O)NCCc2ccccc2)C(=O)CCC(=O)Nc2ccccn2)cc1
    -2.0% | 3.6 | 6.1% | -9.4% | -9.7% | 1.5%
> Cc1ccc(NC(=O)COC(=O)c2ccc(S(=O)(=O)N3CCCCC3)cc2)cc1
    x | 0.0 | 15.7% | 0.5% | u | 5.6%
> COc1ccccc1OCc1ccc(C(=O)Nc2ccc(C)c(C)c2)o1
    x | 54.3 | x | -21.0% | 6.1% | x
> Cc1ccnc(NC(=O)CCC(=O)N(Cc2ccco2)C(C(=O)NC(C)C)c2ccc(F)cc2)c1 (centres undefined)
    -2.6% | u | 0.0% | -19.3% | -7.9% | 13.9%
> Cc1cc(C)cc(S(=O)(=O)Nc2cccc(-c3ccc(N4CCOCC4)nn3)c2)c1
    x | 11.4 | x | -8.7% | -5.8% | x
> COc1ccc(NC(=O)c2c(F)cccc2Cl)cc1S(=O)(=O)N1CCOCC1
    x | 60.0 | 7.3% | x | x | -14.3%
> CCCN(C(=S)Nc1ccccc1)C1CCS(=O)(=O)C1 (centres undefined)
    4.5% | 4.9 | -0.7% | 8.7% | -1.0% | 0.3%
> C/C=C(/C)C(=O)O[C@@H]1c2c(ccc3ccc(=O)oc23)OC(C)(C)[C@@H]1OC(C)=O
    x | -10.3 | 1.1% | x | x | -25.3%
> CCn1cc(C(=O)N[C@@H](CCSC)C(=O)NCCCN2CCOCC2)c(=O)c2cc3c(cc21)OCO3
    -4.4% | -14.6 | 22.8% | 0.2% | -11.8% | 13.6%
> C[C@H](NC(N)=O)C(=O)OCC(=O)NCc1cccs1
    0.7% | u | u | -2.1% | 2.8% | 26.4%
> Cc1cc(C(=O)N2CCC(CO)(Cc3cccc(C(F)(F)F)c3)CC2)n[nH]1
    3.0% | 0.8 | -9.6% | -13.0% | u | -21.3%
> CC(=O)c1c(O)cc(C)n(Nc2nc(C)cc(C)n2)c1=O
    u | 35.2 | 16.8% | 5.7% | 2.4% | -4.9%
> CCOC(=O)N1CCc2c(sc3c2c(=O)n(-c2ccccc2)c(=O)n3CC(=O)Nc2ccc(OC)cc2OC)C1
    x | 13.9 | x | 5.0% | 13.2% | x
> CNC(=S)N/N=C/c1ccccc1OCC(=O)O
    19.9µM* | -17.0 | 94.6%[activator] | 1.2% | -5.4% | 8.2%
> O=C(CCc1ccccc1O)N/N=C/c1ccc(Sc2cccc3cccnc23)o1
    -14.3% | -39.0 | 28.8% | -12.5% | -1.3% | u
> Cc1ccc(C)c(NC(=O)CSc2nc(=O)n(CCN3CCOCC3)c3c2CCC3)c1
    x | -24.1 | x | 6.4% | 3.9% | x
> Cc1ccc(C)c(NC2CCCCC2NS(=O)(=O)c2ccccc2)c1 (centres undefined)
    x | 33.6 | -5.8% | 1.7% | -10.2% | u
> CCCCCn1c(=O)[nH]c2cc(C(=O)NCc3ccc(F)cc3)ccc2c1=O
    x | 3.6 | x | -2.1% | 5.8% | x
> CCn1c(C)c(C)c2cc(C(=O)NCc3ccc(OC(C)C)cc3)ccc21
    x | u | x | -8.0% | 5.2% | x
> CC(=O)N1c2ccc(S(=O)(=O)N3CCC(C(=O)NC(C)c4ccccc4)CC3)cc2CC1C (centres undefined)
    -7.8% | -23.2 | -1.3% | 1.1% | -2.0% | -22.6%
> O=Cc1cn(CC(=O)N2CCCCCC2)c2ccccc12
    3.5% | 12.5 | -5.6% | 0.0% | 0.8% | 4.3%
> CCOC(=O)c1ccccc1NC(=O)Cn1c(=O)n(Cc2nc(C)no2)c(=O)c2ccccc21
    x | -8.0 | x | -1.0% | 0.3% | x
> Cc1cnn(C(=S)NCc2ccco2)c1
    15.8µM* | -11.5 | 3.3% | u | -2.3% | -3.8%
